cytoskel mod – alters cytoskeleton assembly in HUVEC cells; HUVEC TNFa F-actin phalloidin imaging, high content; inhibition, % at 2 µM; AID 836; hit rate 0.18% among 91,000;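 active = inhibition above the batch mean plus 3 SD and confirmed as a hit by visual image inspection, cut at about 30% in these data, passing the limit was not always enough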; note: strong numbers were not always called active
sEH inh – soluble epoxide hydrolase (human) inhibition; recombinant human sEH enzymatic activity assay; inhibition, % at 2 µM; hit rate 0.34% among 91,000; P34913; in the data active = inhibition above about 80%; note: values of inactives mirror those of a sister screen read the other way; many of its hits are not listed in these tables
Target sequence (P34913 whole entry, looked up): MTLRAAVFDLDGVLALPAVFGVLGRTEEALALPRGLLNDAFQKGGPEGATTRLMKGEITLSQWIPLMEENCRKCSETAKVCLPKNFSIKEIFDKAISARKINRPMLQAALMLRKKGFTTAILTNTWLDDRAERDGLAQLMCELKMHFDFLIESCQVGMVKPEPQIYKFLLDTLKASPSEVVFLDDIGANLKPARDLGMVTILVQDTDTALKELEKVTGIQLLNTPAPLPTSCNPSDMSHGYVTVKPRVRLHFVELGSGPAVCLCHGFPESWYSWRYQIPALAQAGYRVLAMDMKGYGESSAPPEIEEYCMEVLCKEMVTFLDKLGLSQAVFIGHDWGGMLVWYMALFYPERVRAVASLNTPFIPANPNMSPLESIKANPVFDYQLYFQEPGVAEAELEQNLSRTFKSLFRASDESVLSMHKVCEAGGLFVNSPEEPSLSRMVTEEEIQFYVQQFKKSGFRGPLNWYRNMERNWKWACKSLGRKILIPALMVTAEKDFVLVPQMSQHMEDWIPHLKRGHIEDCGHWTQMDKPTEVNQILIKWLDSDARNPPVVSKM
PLK1 PBD inh – blocks phosphopeptide binding to human Plk1 polo box domain. P53350. Plk1 PBD phosphopeptide binding, fluorescence polarization. inhibition, %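 (tested at about 20 µM)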. hit rate 0.13% among 97,000; in the data active = inhibition above about 34%, passing the limit was not always enough
Ecoli WT expand – E. coli BW25113 growth inhibition, expanded screen | OD600 absorbance | hit rate 0.15% among 98,000 | growth inhibition, % at 100 µM;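 active = growth inhibition above about 50% at one test dose, limit read from the data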;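 note: growth measured after 20 h incubation at 37 °C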
TNFa cytotox – toxic to HUVEC cells under TNF alpha stimulation | HUVEC TNFalpha-stimulated, Hoechst cell count, imaging | cell count reduction, % at 2 µM | hit rate 0.17% among 93,000 | AID 848;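 active = cell count reduction exceeding the screen mean by over 5 SD, scaled to untreated wells per plate, cut at about 78% in these data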;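 note: cells counted after 24 h of TNF alpha exposure following the 1 h pretreatment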
PLK1 inh – inhibitors of human PLK1 kinase; inhibition, % at 10 µM; hit rate 0.53% among 97,000; AID 619; recombinant PLK1 kinase, TR-FRET peptide phosphorylation;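 active = inhibition of 50% or more in the single-concentration screen; inactive = inhibition below 50%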;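 note: 0% = DMSO max control and 100% = H-89 dihydrochloride min control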
HUVEC tox IL1B – HUVEC cytotoxicity counter-screen, IL-1B stimulated | hit rate 0.41% among 94,000 | AID 845 | cell count reduction, % at 2 µM | HUVEC cell count loss, Hoechst imaging;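 active = cell count reduction more than 3 SD above the screen-wide mean, cut at about 70% in these data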;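 note: normalized per plate to untreated control cells as the no-loss baseline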
VCAM1 TNFa inh – reduces TNF alpha induced VCAM1 expression in HUVEC; HUVEC TNFa-induced VCAM-1 immunofluorescence, high-content imaging; AID 802; hit rate 0.48% among 95,000; inhibition, % at 2 µM;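 active = inhibition above the batch mean plus 3 SD, with images confirmed as a hit by eye, cut at about 37% in these data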;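 note: 0% = TNF-stimulated DMSO wells and 100% = unstimulated control wells; not every result past the cut was called active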
DAT uptake mod – changed human dopamine transporter uptake under cocaine IC80; hit rate 1.3% among 110,000; B-score at 10 µM; LLC-PK1 hDAT cells, [14C]-dopamine uptake with cocaine IC80; actives deviate in either direction;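 active = Z score or B-score, a plate-position-corrected score, falls beyond the plate's 99.7% confidence bounds, in either direction; inactive = both scores lie inside the 99.7% bounds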;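 note: scored against the spread of the other compound wells on the same plate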
Active calls of the source: *; x = not tested or not shown.

#	Compound	PLK1 PBD inh	HUVEC tox IL1B	TNFa cytotox	cytoskel mod	VCAM1 TNFa inh	Ecoli WT expand	DAT uptake mod	PLK1 inh	sEH inh
1	CCn1c(SCC(=O)Nc2ccc(N3CCOCC3)c(Cl)c2)nnc1-c1ccc(N)cc1	4	19	56	5	0	2	0.42	-29	14
2	COC(=O)Cc1cc(=O)n2[nH]cnc2n1	1	11	-9	2	-6	8	-1.6	4	-5
3	CCCC1(C)Nc2ccccc2-c2nc3ccccc3n21 (stereo unspecified)	-15	20	-6	-3	6	6	-0.045	-11	-2
4	CCc1c(C)c2ccc(OCC(=O)OC)cc2oc1=O	21	2	10	26	-4	4	-0.47	-6	9
5	CCNC(=O)CCn1nc(-c2ccc(Cl)cc2)c2ccccc2c1=O	11	16	96*	-30	84*	2	2.1	-7	-18
6	COC(=O)C(NC(C)=O)(Nc1sc2c(c1C(N)=O)CCCC2)C(F)(F)F (stereo unspecified)	-5	-27	-12	-6	-7	0	-0.22	-8	1
7	COc1ccc(-n2nc(C(=O)O)c3ccccc3c2=O)cc1	3	1	-19	5	2	-8	-2.1	-11	-13
8	CCN(CC)CCCNc1cc2n(c(=O)n1)CCc1cc(OC)c(OC)cc1-2	-4	-68	-35	0	24	0	0.081	-10	7
9	CC/C(C)=C1\SC(N2CCN(C(C)=O)CC2)=NC1=O	-9	x	12	2	14	6	-1.4	-13	x
10	CCC(Sc1nc2cc3c(cc2c(=O)n1Cc1ccco1)OCO3)C(=O)Nc1ccccc1OC (stereo unspecified)	-13	-6	-28	24	-8	-4	1.8	0	15
11	O=C(CSc1ccc(Cl)cc1)NC1CCCC1	-13	-13	-2	-33	10	5	0.87	2	2
12	COc1ccc(S(=O)(=O)n2ccc(-c3ccc(OCCN(C)c4ccccn4)cc3)n2)cc1	-34	-29	-16	66*	0	-19	1.8	-7	0
13	Cn1c(=O)c2cc(S(=O)(=O)NCCC(=O)N3CC=C(c4ccccc4)CC3)ccc2n(C)c1=O	-24	17	-4	-54	2	3	0.55	-3	-11
14	COc1cccc(OCC(=O)Nc2ccc(OC)c(OC)c2)c1	5	24	-13	-3	17	4	-0.73	-13	7
15	CC(=O)c1cccc(S(=O)(=O)N2CCC(n3nnc4cc(F)ccc43)CC2)c1	-23	-15	58	1	55*	2	-0.048	-2	-5
16	COc1ccc(NC(=O)c2ccc(C(=O)c3ccccc3)o2)cc1	-7	-25	-4	3	-2	6	-0.78	-8	11
17	C=CCN1C(=O)/C(=C2/Sc3ccccc3N2C)SC1=Nc1c(C)n[nH]c1C	-25	-6	-27	0	-7	-3	-0.063	-8	-2
18	O=C1CC(c2ccc(F)cc2)CC(O)=C1C=NCCN1CCN(C(=O)Nc2ccccc2)CC1 (stereo unspecified)	9	-2	-22	-10	-1	3	-0.3	-6	24
19	C#CCNc1cc(C)nc2ncnn12	9	0	2	7	2	4	x	-12	2
20	C=CCc1c(C)nc(C)nc1N/N=C/c1ccccc1O	-5	-12	4	9	28	0	-0.32	-11	-5
21	NC(=O)COc1ccc(NC(=O)OCc2ccccc2)cc1	0	-197	-6	-11	4	0	-0.85	-9	-7
22	N#Cc1nc(COc2ccc(Br)cc2)oc1NCCN1CCOCC1	-37	-5	-21	20	4	3	-2	-6	1
23	COc1ccc(C(=O)c2ccc(OC)c(OC)c2)cc1	-17	-14	-10	x	6	1	2.6	0	2
24	CC1=CC(c2ccc(Cl)cc2)n2nc(NS(=O)(=O)c3ccc(C)cc3)nc2N1 (stereo unspecified)	-16	-16	5	-14	16	2	-0.35	-11	-23
25	CCCCc1cc(=O)oc2c(CN(CC)CC)c(O)c(Cl)cc12	-10	9	-3	-8	7	4	0.22	-19	-9
26	CC1CN(CCc2ccccc2)c2nc3c(c(=O)[nH]c(=O)n3C)n2C1 (stereo unspecified)	-11	-55	3	14	-23	5	-0.82	-6	3
27	CCOC(=O)c1oc2ccc(OC)cc2c1NC(=O)CN1CCN(C)CC1	3	11	-14	-1	12	-2	-0.35	-8	0
28	CCC(CC)C(=O)Nc1cc(C(=O)NCCc2ccccc2)ccc1Cl	-29	-7	0	-2	20	-5	-0.021	-7	15
29	CCn1cnc2c1c(=O)n(CC(=O)Nc1cc(C)on1)c(=O)n2Cc1ccccc1	0	4	-19	10	28	0	0.73	14	-2
30	CCCc1nc(SCC(=O)NNC(=O)C2CCCCC2)c2ccccc2n1	12	-5	x	-12	-41	-6	-1.2	-3	2

The closing 5 records of the part above lead into the next:
#	Compound	PLK1 PBD inh	HUVEC tox IL1B	TNFa cytotox	cytoskel mod	VCAM1 TNFa inh	Ecoli WT expand	DAT uptake mod	PLK1 inh	sEH inh
26	CC1CN(CCc2ccccc2)c2nc3c(c(=O)[nH]c(=O)n3C)n2C1 (stereo unspecified)	-11	-55	3	14	-23	5	-0.82	-6	3
27	CCOC(=O)c1oc2ccc(OC)cc2c1NC(=O)CN1CCN(C)CC1	3	11	-14	-1	12	-2	-0.35	-8	0
28	CCC(CC)C(=O)Nc1cc(C(=O)NCCc2ccccc2)ccc1Cl	-29	-7	0	-2	20	-5	-0.021	-7	15
29	CCn1cnc2c1c(=O)n(CC(=O)Nc1cc(C)on1)c(=O)n2Cc1ccccc1	0	4	-19	10	28	0	0.73	14	-2
30	CCCc1nc(SCC(=O)NNC(=O)C2CCCCC2)c2ccccc2n1	12	-5	x	-12	-41	-6	-1.2	-3	2
31	COCCCNS(=O)(=O)c1ccc(OC)c(Cl)c1Cl	-6	-27	1	1	26	7	-0.51	-6	-1
32	COc1ccc(C2N(C(=O)c3ccccc3)CCN2C(=O)c2ccc(C)cc2)cc1 (stereo unspecified)	6	-25	-35	x	-1	-1	0.23	1	2
33	CCCn1c(SCC(=O)NC2CCCCC2)nnc1-c1ccncc1	-5	-18	-42	-11	-26	0	1.4	-13	9
34	Cc1ccc(C(=O)N2CC3(C(C)C)CN(C(=O)c4ccc(C)cc4)CC(C(C)C)(C2)C3=O)cc1	1	5	-22	12	-9	-3	x	-6	-14
35	O=C1c2ccccc2C(=O)c2c1ccc(C(=O)N1CCCCC1)c2NCCO	-2	-20	20	22	0	0	-0.77	-10	5
36	COc1ccc(Cn2nnnc2CN(Cc2cc3cccc(C)c3[nH]c2=O)C2CCCC2)cc1	-4	-18	11	-69	15	-6	-0.0013	-8	-3
37	COc1cc(C2Nc3ccccc3C(=O)N2c2ccc3c(c2)OCCO3)ccc1OCC(C)C (stereo unspecified)	-30	-1	-17	1	-3	-7	1.3	-4	-3
38	COC(=O)CSc1cnc2ccccc2n1	-12	35	-4	0	13	7	0.19	-6	-6
39	CCCCc1nnc(NC(=O)C2CCCO2)s1 (stereo unspecified)	-21	-12	-5	-15	-5	8	0.85	-9	0
40	Cc1oc2c(C)c(O)ccc2c(=O)c1-c1ccc2ccccc2n1	-3	4	-5	10	-1	-2	-1.4	-10	13
41	Cc1[nH]nc2ncc(C(=O)c3cc(F)ccc3O)cc12	-12	-3	-5	x	20	2	1.4	24	5
42	COC(=O)c1ccc(C)c(NC(=O)Cc2coc3cc(OC)ccc23)c1	-50	2	10	4	10	-8	-0.57	-10	12
43	O=c1c2ccccc2nc(CSc2nnnn2-c2ccccc2)n1-c1cccc(C(F)(F)F)c1	1	x	8	-9	-2	1	-0.082	-3	-9
44	COCc1nnc(NC(=O)CSc2ccccc2)s1	-7	-3	-10	29	1	5	-2.6*	-22	1
45	CCC(OC(=O)c1cc2sccc2n1C)C(=O)NCc1ccco1 (stereo unspecified)	-14	12	-11	-13	-9	4	-0.78	-6	5
46	Cc1cccc(NC(=O)c2cc(NC(=O)c3ccco3)ccc2Cl)n1	-7	-18	-27	-4	6	-14	-0.35	-2	7
47	CCC(c1nnnn1C(C)(C)C)N(Cc1cc2cccc(C)c2n2nnnc12)C1CCCC1 (stereo unspecified)	-13	-28	-17	20	-11	x	x	-7	11
48	COc1ccc(CCN2CNc3c(c(=O)n(C)c(=O)n3C)C2)cc1OC	14	27	-7	2	15	-3	0.28	-3	5
49	COc1ccc(-n2c(SC(CN3CCCCC3)CN3CCCC3=O)nc3ccccc3c2=O)cc1 (stereo unspecified)	-22	-23	12	4	4	-12	-0.02	-7	10
50	COC(=O)c1ccccc1N1C(=O)[C@@H]2C(c3ccc(Br)cc3)=NO[C@@H]2C1=O	10	-23	-27	-2	-8	4	-0.27	-14	9
51	Cc1ccn(Cc2n[nH]c(=S)n2Cc2ccccc2)n1	22	-27	-20	10	13	1	-0.3	3	0
52	CC(C)Oc1ccccc1C1Nc2ccccc2C(=O)N1c1ccc2c(c1)OCCO2 (stereo unspecified)	-3	20	-14	5	5	-3	0.84	-10	-9

One compound at a time, as listed above. Values in the order: PLK1 PBD inh, HUVEC tox IL1B, TNFa cytotox, cytoskel mod, VCAM1 TNFa inh, Ecoli WT expand, DAT uptake mod, PLK1 inh, sEH inh
`CCC(Sc1nc2cc3c(cc2c(=O)n1Cc1ccco1)OCO3)C(=O)Nc1ccccc1OC` (stereo unspecified) as listed: -13, -6, -28, 24, -8, -4, 1.8, 0, 15
`COCCCNS(=O)(=O)c1ccc(OC)c(Cl)c1Cl` as listed: -6, -27, 1, 1, 26, 7, -0.51, -6, -1
`CCCC1(C)Nc2ccccc2-c2nc3ccccc3n21` (stereo unspecified) as listed: -15, 20, -6, -3, 6, 6, -0.045, -11, -2

Screens as filed in PubChem.
